BCR signal inh – inhibitors of chronic active B-cell receptor signaling | Potency, µM (doses to about 46.1 µM), inactives show at the highest dose ratio change, negative = lower green/red ratio, most hits filed as inhibitors | AID 493014 | 340,000 tested, 0.05% active | ABC-DLBCL IkBa-CBG/CBR reporter, luminescence ratio, 4 h; active = well fitted inhibition curve with a large enough effect in the signal ratio, with a control signal flat, not every such curve was filed as active; inconclusive = small, poorly fitted or top-dose-only effect, or effect the other way, or a change in a side signal; the % refers to the signal ratio;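 also: potency is read from the fitted curve at half-maximal effect; plate controls were basal doxycycline-induced cells for no effect and cells given 10 µM MG132 for full effect; MG132 reads +100%, hits lower the ratio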
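Concentration-response series (up to 46 uM) were applied to TMD8 dual-reporter cells for 4 h at 37C with doxycycline. Green/red ratio, after filter-overlap correction, defined %Activity; red signal alone was normalised to basal cells and zero luminescence.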
USP2a inh – blocks human ubiquitin-specific protease USP2a; O75604; USP2 core, Ub-CHOP2 coupled fluorogenic reporter, 485/531; Potency, µM (highest dose often 38.3 µM), inactives show at the top dose activity change, negative = inhibition, most hits filed as inhibitors; 330,000 tested, 0.01% active; AID 463254;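 also: potency is read from the fitted curve at half-maximal effect; plate controls were DMSO wells for no effect and full inhibition by NEM control for full effect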
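Deubiquitinase activity read as fluorescence (485/531 nm) after Ub-CHOP2 cleavage activates the enterokinase reporter on its substrate; USP2 core 10nM, Ub-CHOP2 and substrate 25nM each, 30min compound preincubation then 60min RT; data normalized to NEM, curves fitted.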
uPA surface inh – inhibitors of cell surface uPA generation; cell surface uPA generation assay, qHTS; Potency, µM (highest dose often 38.3 µM), without a hit: at the top dose activity change, negative = inhibition, hits mostly inhibitors; 330,000 tested, 0.31% active; active = well fitted inhibition curve with a large enough effect; inconclusive = small, poorly fitted or top-dose-only effect; inactive = no such curve, though single readings can be large or run the other way; tested in mouse RAW 264.7 cells; also: potency is read from the fitted curve at half-maximal effect; nearly all actives have a fitted effect of over 55% in size
KCNH2 3.1 inh – KCNH2 3.1 (human) potassium channel inhibition; U2OS KCNH2 3.1, thallium flux FluxOr; active compounds read low; activity change, % (tested at about 1.8 µM); 340,000 tested, 0.95% active; AID 720553;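 active = maximum activity change below -70%; inconclusive = maximum activity change from -70% to -50%; inactive = maximum activity change above -50%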;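 also: thallium influx rate constant from kinetic fluorescence after stimulation buffer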
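FluxOr-based Tl+ influx in U2OS cells transduced with KCNH2 3.1 virus; rate constants normalized to DMSO controls.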
Eya2 phos inh – blocks the phosphatase activity of human Eya2; O00167; recombinant Eya2, OMFP fluorescence dephosphorylation (OMFP is methylfluorescein phosphate); Potency, µM (series often up to 76.9 µM), without a hit: top-dose activity, negative = inhibition, actives largely listed as inhibitors; 330,000 tested, 0.006% active; also: potency is read from the fitted curve at half-maximal effect
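Eya2 (0.2 uM) preincubated 10 min at ambient with compound, then OMFP substrate added at 50 uM; 10 min reaction in 50 mM HEPES pH 7.5, 50 mM NaCl, 5 uM MgCl2, 0.05% BSA, 1 mM DTT. Fluorescence read at Ex 485/Em 525 nm.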
GALK inh – inhibitors of human galactokinase | Purified GALK, Kinase-Glo residual ATP luminescence | Potency, µM (series often up to 57.5 µM), for inactives: at the highest dose activity change, negative = inhibition, most hits filed as inhibitors | 270,000 tested, 0.007% active; also: potency is read from the fitted curve at half-maximal effect
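Luminescence from leftover ATP (Ultra-Glo luciferase/luciferin) served as read-out after a 1 h room-temperature reaction of 5 nM GALK with 35 uM ATP and 100 uM galactose.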
Giardia killer – Giardia lamblia killing. 340,000 tested, 0.15% active. activity change, % at 7.66 µM, hits read low. Giardia lamblia trophozoite viability; in the data active = activity change below about -80%; inconclusive = between about -30% and that limit;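 also: parasites exposed to compound for two days anaerobically before the ATP read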
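Viability, read as ATP luminescence: trophozoites at 100 cells/well, compound added, 48 hrs anaerobic at 37 deg C, then 15-30 min room-temperature development before reading.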
hERG WT inh – inhibitors of human wildtype KCNH2 potassium channel | 340,000 tested, 0.37% active | activity change, % at 1.84 µM | U2OS, BacMam KCNH2, thallium flux FluxOr; active compounds read low;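 active = maximum activity change below -70%; inconclusive = maximum activity change between -70% and -50%; inactive = maximum activity change above -50%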
Target sequence (Q12809 whole entry, looked up): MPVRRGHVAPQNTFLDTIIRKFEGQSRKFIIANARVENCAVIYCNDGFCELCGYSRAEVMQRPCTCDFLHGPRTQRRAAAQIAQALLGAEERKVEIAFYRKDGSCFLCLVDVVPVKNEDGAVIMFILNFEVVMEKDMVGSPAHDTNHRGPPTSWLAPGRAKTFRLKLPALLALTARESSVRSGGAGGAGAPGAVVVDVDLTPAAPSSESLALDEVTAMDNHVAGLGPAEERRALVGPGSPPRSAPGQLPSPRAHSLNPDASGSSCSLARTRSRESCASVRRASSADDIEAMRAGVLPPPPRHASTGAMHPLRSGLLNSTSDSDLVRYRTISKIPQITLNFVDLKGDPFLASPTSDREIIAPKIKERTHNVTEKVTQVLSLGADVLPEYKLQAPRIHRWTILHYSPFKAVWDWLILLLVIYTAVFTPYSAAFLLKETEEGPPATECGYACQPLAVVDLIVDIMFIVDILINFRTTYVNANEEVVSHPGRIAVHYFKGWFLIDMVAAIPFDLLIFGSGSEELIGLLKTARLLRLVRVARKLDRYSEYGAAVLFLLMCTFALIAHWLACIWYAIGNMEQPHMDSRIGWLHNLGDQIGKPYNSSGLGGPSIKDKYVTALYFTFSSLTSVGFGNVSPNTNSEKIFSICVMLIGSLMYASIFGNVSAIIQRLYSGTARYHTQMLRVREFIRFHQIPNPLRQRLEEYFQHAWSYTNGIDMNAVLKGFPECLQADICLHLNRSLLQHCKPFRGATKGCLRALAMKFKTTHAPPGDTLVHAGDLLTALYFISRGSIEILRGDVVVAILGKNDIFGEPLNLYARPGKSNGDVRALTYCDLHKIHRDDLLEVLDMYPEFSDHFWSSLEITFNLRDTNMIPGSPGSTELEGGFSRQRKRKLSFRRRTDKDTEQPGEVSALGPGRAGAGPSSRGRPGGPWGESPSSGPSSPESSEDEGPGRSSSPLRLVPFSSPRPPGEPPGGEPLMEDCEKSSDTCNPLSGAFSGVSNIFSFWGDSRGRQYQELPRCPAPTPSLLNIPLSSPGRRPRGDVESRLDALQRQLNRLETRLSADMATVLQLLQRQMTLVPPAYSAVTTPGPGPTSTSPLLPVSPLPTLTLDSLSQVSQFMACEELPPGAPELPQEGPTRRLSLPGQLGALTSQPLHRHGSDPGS
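U2OS cells transduced with wild-type KCNH2 virus are loaded with FluxOr dye for 45 min, and thallium flux is measured in kinetic reads before and after stimulation buffer. Rate constants are normalized to DMSO controls.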
PKM2 activator – activators of human pyruvate kinase M2; purified PKM2, Kinase-Glo ATP luminescence, activation; response scale: 0% is enzyme alone, no compound; Potency, µM (titrated, usually from 57.5 µM), for the others: top-dose activation, actives largely listed as activators; 260,000 tested, 0.34% active; AID 1631; also: potency is read from the fitted curve at half-maximal effect; nearly all actives have a fitted effect of over 55% in size
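Purified hPK-M2 (>95%) run at intermediate activity with 0.1 mM ADP and 0.5 mM PEP in 50 mM imidazole pH 7.2, KCl, MgCl2; 1 h room temperature. ATP formed read by Kinase-Glo luminescence; normalized to uninhibited and no-enzyme controls.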
B2AR arrestin – recruits beta-arrestin to the human beta2-adrenergic receptor. P07550. beta-arrestin recruitment to beta2AR, cell-based reporter. Potency, µM (highest dose often 46.1 µM), inactives show at the highest dose activation, hits mostly activators. 330,000 tested, 0.02% active. AID 492947;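 also: potency is read from the fitted curve at half-maximal effect; 0% = DMSO controls and full agonism = EC100 isoproterenol or metaproterenol; nearly all actives have a fitted effect of over 65% in size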
Coupling enz – inhibits coupling enzyme system, counter-screen for aldolase hits; activity change, negative = inhibition, % at 58.2 µM, hits read low; AID 2472; coupling enzyme system counterscreen, AmpLite Red fluorescence; 290,000 tested, 0.67% active; in the data active = activity change below about -30%
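Final compound at 57.5 uM, incubated 10 min at RT with coupling enzyme reagent (glyceraldehyde-3-phosphate), then 20 min with substrate and AmpLite Red detection. Fluorescence read at 525/598 nm; tests interference with the coupling assay, not aldolase inhibition.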
* marks the source's active call; other numbers are inactive results; ? = inconclusive; . = no result given; [ ] = dose if it differs, or a comment. Unless noted, calls follow the shape of the dose curve; as a rule, active = well fitted curve in the direction sought with a large enough effect; inconclusive = small, poorly fitted or top-dose-only effect, or another doubt; inactive = no such curve, though single readings can be large; an effect the other way counts as inactive or inconclusive. Unless noted, % is scaled to controls: 0 for no effect and ±100 for the full control effect. Rows are unselected. About 2.4% of those tested had a hit in this group.

No.	smiles	BCR signal inh	USP2a inh	uPA surface inh	KCNH2 3.1 inh	Eya2 phos inh	GALK inh
1	O=C(Nc1ccnn1C1CCN(Cc2ccc(CO)o2)CC1)c1ccccc1Cl	1%	-5%	13%	-24	8%	-2%
2	COc1ccc(CCN2C(=O)C(O)=C(C(=O)c3ccco3)C2c2cccs2)cc1OC (configuration not stated)	-7%	0%	2%	14	4%	-4%
3	Cc1ccc(S(=O)(=O)NCC2CCCO2)cc1[N+](=O)[O-] (configuration not stated)	?	5%	5%	3	-1%	0%
4	COc1cccc(CNC(=O)COC(=O)/C=C/c2ccc(SC)cc2)c1	0%	3%	7%	7	-4%	.
5	Cc1cc(C)n(-c2ccc(Cl)c(Cl)c2)n1	-1%	-2%	6%	.	-6%	0%
6	O=C(c1cc(-c2cccc(Cl)c2)nc2ccccc12)N1CCCC1	7%	0%	7%	2	-21%	-1%
7	Cc1ccc(NC(=O)[C@H](Cc2c[nH]c3ccccc23)NC(=O)[C@@H]2Cc3ccccc3CN2)c(C)c1	29%	-8%	18%	-3	-12%	.
8	O=C(CN1CCC(c2nc3ccccc3[nH]2)CC1)NCc1ccc2c(c1)OCO2	0%	1%	.	-28	7%	0%
9	CN(c1ccccc1)S(=O)(=O)c1nnc(NC(=O)COc2ccccc2F)s1	1%	3%	7%	12	9%	-3%
10	Cn1c(N)c(C(=O)COC(=O)CCC(=O)c2cccs2)c(=O)n(C)c1=O	4%	-1%	0%	18	2%	9%
11	CN(CCC#N)C(=O)COC(=O)c1ccc2[nH]c3c(c2c1)CCCC3	?	-1%	-2%	18	-1%	-1%
12	CCC1(CC)NC(=O)N(CC(=O)OCC(=O)Nc2sccc2C#N)C1=O	?	1%	0%	.	18%	-1%

No.	Giardia killer	hERG WT inh	PKM2 activator	B2AR arrestin	Coupling enz
1	10	25	-6%	-0.9%	1
2	-22	8	-7%	-1.0%	13
3	6	-2	8%	-1.0%	1
4	?	8	.	0.0%	.
5	-1	4	-4%	-0.6%	-2
6	-12	0	-2%	-0.8%	-1
7	17	16	-1%	-1.0%	-4
8	-20	69	-3%	-1.6%	2
9	48[activator]	-8	.	0.0%	.
10	-7	-1	2%	0.2%	7
11	9	4	-4%	0.0%	1
12	1	16	0%	-0.3%	0

One compound at a time, from the list above. Order of values: BCR signal inh | USP2a inh | uPA surface inh | KCNH2 3.1 inh | Eya2 phos inh | GALK inh | Giardia killer | hERG WT inh | PKM2 activator | B2AR arrestin | Coupling enz
`CN(c1ccccc1)S(=O)(=O)c1nnc(NC(=O)COc2ccccc2F)s1` is entered as 1% | 3% | 7% | 12 | 9% | -3% | 48[activator] | -8 | . | 0.0% | .
`COc1ccc(CCN2C(=O)C(O)=C(C(=O)c3ccco3)C2c2cccs2)cc1OC` (configuration not stated) is entered as -7% | 0% | 2% | 14 | 4% | -4% | -22 | 8 | -7% | -1.0% | 13

Next structures follow.
No.	smiles	BCR signal inh	USP2a inh	uPA surface inh	KCNH2 3.1 inh	Eya2 phos inh	GALK inh
13	Clc1ccc2c(N3CCOCC3)ccnc2c1	?	2%	-4%	-6	15%	3%
14	CC(C)Cn1cc(C(=O)NCC2CCCO2)c2c3ccccc3n(C)c2c1=O (configuration not stated)	3%	2%	.	-5	-4%	4%
15	CCOc1ccc(CC(C(N)=O)C(N)=O)cc1	5%	0%	0%	-27	18%	11%
16	Cc1ccc(S(=O)(=O)N(CC(=O)NCc2ccco2)c2ccccc2C)cc1	?	1%	-1%	-24	-24%	0%
17	O=C(NCc1ccco1)c1sc2cc(F)ccc2c1Cl	-18%	-2%	-10%	-6	6%	-4%
18	Cc1cnc(C(=O)NCc2ccc(Cl)cc2Cl)cn1	-1%	1%	-1%	6	17%	-3%
19	CC(=O)Nc1ccc(C2=NNC(=NCC3CCCO3)SC2)cc1 (configuration not stated)	-16%	3%	4%	-2	8%	1%
20	O=C(Cc1ccccc1)Nc1nc(-c2cccc([N+](=O)[O-])c2)cs1	4%	1%	3%	4	-7%	1%
21	CCOC(=O)CCCCC(=O)c1[nH]c(=O)[nH]c1Cn1cnc2ccccc21	5%	2%	16%	16	-31%	-2%
22	O=C(O)CC/C(=N\NC(=O)CNC(=O)c1ccc(F)cc1)c1ccccc1	-6%	3%	-7%	3	-11%	.
23	Cc1ccc(C(=O)COC(=O)CN2C(=O)C3C4CCC(C4)C3C2=O)cc1[N+](=O)[O-] (configuration not stated)	0%	1%	-7%	-6	-6%	-2%
24	S=C(NCc1ccncc1)Nc1cc(Cl)cc(Cl)c1	0%	1%	-13%	-11	9%	-1%

No.	Giardia killer	hERG WT inh	PKM2 activator	B2AR arrestin	Coupling enz
13	-10	2	16%	0.2%	0
14	-11	-27	-1%	0.2%	-8
15	11	-2	0%	-0.1%	2
16	1	4	.	-0.5%	-2
17	-2	-2	2%	-0.5%	2
18	6	9	-1%	0.0%	1
19	13	-2	15%	-0.6%	-1
20	4	46	1%	0.0%	1
21	-17	-9	17%	-0.1%	1
22	18	2	-21%	-0.7%	7
23	?	-11	-1%	0.7%	0
24	0	0	-1%	-0.2%	.

Looked up above.
Cc1ccc(S(=O)(=O)N(CC(=O)NCc2ccco2)c2ccccc2C)cc1 in GALK inh: 0%
Cc1ccc(C(=O)COC(=O)CN2C(=O)C3C4CCC(C4)C3C2=O)cc1[N+](=O)[O-] (configuration not stated) in Eya2 phos inh: -6%

(cont.)
No.	smiles	BCR signal inh	USP2a inh	uPA surface inh	KCNH2 3.1 inh	Eya2 phos inh	GALK inh
25	CCOc1ccc(Nc2nc(N)nc(CSC(=S)N3CCN(c4ccccc4)CC3)n2)cc1	-1%	0%	-6%	-16	2%	5%
26	Cc1ccc(S(=O)(=O)N2[C@@H](c3ccc(C(C)(C)C)cc3)C(C(=O)O)=CC[C@H]2c2ccc(Cl)cc2)cc1	?	?	-23%	7	-30%	.
27	Cc1nn(CCCC(=O)N2CCc3ccccc3C2)c(=O)c2cc3sccc3n12	-10%	0%	17%	-4	9%	3%
28	Cc1nc(SC2CC(=O)N(c3ccccc3)C2=O)nc2c1CCCC2 (configuration not stated)	5%	0%	.	12	0%	-3%
29	COC(=O)CNC(=S)NC(=O)c1ccc(C(C)(C)C)cc1	1%	11%	?	-3	5%	0%
30	CCC(=O)Nc1nnc(S(=O)(=O)N(CC)c2ccc(Cl)cc2)s1	10%	0%	8%	-8	-4%	3%
31	Cc1ccc([N+](=O)[O-])cc1NC(=O)CSc1n[nH]c(-c2cccnc2)n1	0%	1%	2%	-12	2%	-3%
32	COc1cccc(CN(C)Cc2cc(=O)oc3c(C)c(C)ccc23)c1	?	-7%	-11%	7	-2%	3%
33	O=C(c1cccc2ccccc12)N1CCC(N2CCN(c3ccccc3)CC2)CC1	?	-4%	-1%	-13	5%	-3%
34	CCN1CCN(CCCNC(=O)C2CCCN(c3nc4c(C)cc(C)cc4s3)C2)CC1 (configuration not stated)	?	0%	?	-6	-15%	.
35	CC/C(=N\NC(=O)c1nnn(-c2nonc2N)c1-c1cccc(OC)c1)c1ccc(C)cc1	-4%	0%	-4%	-13	-6%	10%
36	COc1ccc(-c2nc(CS(=O)CC(=O)NCCN3CCCCCC3)c(C)o2)cc1OC (configuration not stated)	-14%	1%	2%	3	10%	14%
37	CNC(=O)N(O)C1N(/N=C/c2ccc(SC)cc2)C(=S)SC1(C)C (configuration not stated)	?	2%	4%	8	-2%	1%

No.	Giardia killer	hERG WT inh	PKM2 activator	B2AR arrestin	Coupling enz
25	8	-2	-4%	0.0%	1
26	-14	10	.	-0.1%	.
27	-3	7	9%	-0.8%	-3
28	-4	2	1%	-0.2%	-1
29	2	.	0%	-0.7%	0
30	-26	-18	.	-0.6%	1
31	?	-8	1%	-0.3%	2
32	-1	8	.	0.2%	2
33	0	16	2%	0.4%	-1
34	33[activator]	22	5%	-0.3%	1
35	-21	2	-6%[0.46 µM]	0.0%	0
36	26	-5	4%	-0.3%	-2
37	9	7	.	-0.6%	1

Compound activity: PubChem, National Center for Advancing Translational Sciences (NCATS)
